Screening data: PubChem, NMMLSC
Avidin bead fluor = green autofluorescence of compounds with avidin beads – biophysical, 488/530 nm, flow cytometry, artefact control, profiling panel; compound fluorescence 488/530 nm; hits give high values; fluorescence (KMESF) at 10 µM; actives 0.38% (n = 220,000); in the data active = fluorescence above about 47; note: inactives centre near 10
Bcl-W Bim block = inhibitors of Bim binding to Bcl-W, primary screen, biochemical, multiplexed, bead-based flow cytometry | Bcl-2-like protein 2 (Homo sapiens), Q92843 | Bim peptide-Bcl-W binding | inhibition, % at 10 µM | actives 0.02% (n = 190,000) | AID 952, 2007;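 note: 0% = bound tracer without compound and 100% = peptide blocker; higher means less fluorescent Bim peptide bound to Bcl-W beads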
Target sequence (Q92843 whole entry, looked up): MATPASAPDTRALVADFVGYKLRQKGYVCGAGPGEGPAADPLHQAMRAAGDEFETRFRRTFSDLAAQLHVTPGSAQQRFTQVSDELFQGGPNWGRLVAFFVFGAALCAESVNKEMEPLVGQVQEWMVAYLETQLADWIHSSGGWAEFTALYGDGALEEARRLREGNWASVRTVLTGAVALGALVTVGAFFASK
ABCG2 inh = ABCG2 efflux pump inhibitors, primary screen, multiplex with ABCB1, IgMXP3 cells, flow cytometry. Broad substrate specificity ATP-binding cassette transporter ABCG2 (Homo sapiens), Q9UNQ0. JC-1 efflux. inhibition, % at 6.6 µM. actives 0.1% (n = 190,000). AID 1325, 2008;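 active = inhibition above 80%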;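 note: 0% = DMSO and 100% = nicardipine control wells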
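test system = two drug-resistant human cell lines, ABCG2 and ABCB1 | amount = 3 million cells/mL final, two lines in 1:1 ratio | reagent = JC-1 transporter substrate | doses = one concentration, 6.6 µM final | incubation = 10 min at 25 °C | signal = flow cytometric JC-1 green MFI at 530 nm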
ABCB1 block = ABCB1 efflux pump inhibitors, primary screen, cell-based, multiplex, flow cytometry, ABCG2 counter-screen | actives 0.067% (n = 190,000) | inhibition, % at 6.6 µM | ATP-dependent translocase ABCB1 (Homo sapiens), P08183 | CCRF-Adr cells, JC-1 efflux; in the data active = inhibition above about 40%;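 note: 0% = vehicle and 100% = reference inhibitor; higher value means more JC-1 retained so stronger ABCB1 efflux block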
RGS4-Gao reg = modulators of RGS4 binding to Galphao, primary screen, biochemical, multiplexed bead flow cytometry; actives lie on both sides; binding response (% of control), % at 10 µM; actives 0.33% (n = 220,000); in the data active = binding response below about 49% or above about 150%; inactive = in between;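 note: fluorescent Galphao activated with aluminum fluoride binding bead-coupled RGS4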
GSH bead fluor = compound fluorescence on glutathione beads, profiling panel, artefact control, biophysical, 488/530 nm, flow cytometry. GSH beads flow cytometry, compound fluorescence 488/530 nm; hits give high values. fluorescence (KMESF) at 10 µM. actives 0.25% (n = 190,000). AID 1776, 2009; in the data active = fluorescence above about 89;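 note: glutathione beads carrying GST-tagged Bcl family fusion proteins plus one bare bead set; values are compound well signal with DMSO vehicle wells as background; inactives centre near 16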
Bim-Bcl-B = inhibitors of Bim-Bcl-B binding, primary screen, biochemical, multiplexed, human Bcl-2 family; bead-based flow cytometry, Bim peptide-Bcl-B binding; inhibition, % at 10 µM; Bcl-2-like protein 10 (Homo sapiens), Q9HD36; actives 0.073% (n = 190,000);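 note: 0% = tracer peptide without compound and 100% = reference inhibitor peptide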
Target sequence (Q9HD36 whole entry, looked up): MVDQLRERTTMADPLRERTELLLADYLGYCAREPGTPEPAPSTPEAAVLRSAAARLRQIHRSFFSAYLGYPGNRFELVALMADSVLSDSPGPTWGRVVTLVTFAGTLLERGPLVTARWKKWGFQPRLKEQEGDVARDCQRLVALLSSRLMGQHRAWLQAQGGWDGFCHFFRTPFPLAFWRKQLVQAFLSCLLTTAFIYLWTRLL
Bim-Bcl-XL = inhibitors of Bim-Bcl-XL binding, primary screen, biochemical, multiplexed, bead flow cytometry, human Bcl-XL; Bcl-2-like protein 1 (Homo sapiens), Q07817; Bim peptide-Bcl-XL binding, fluorescence; inhibition, % at 10 µM; actives 0.04% (n = 190,000); AID 1007, 2008
Target sequence (Q07817 whole entry, looked up): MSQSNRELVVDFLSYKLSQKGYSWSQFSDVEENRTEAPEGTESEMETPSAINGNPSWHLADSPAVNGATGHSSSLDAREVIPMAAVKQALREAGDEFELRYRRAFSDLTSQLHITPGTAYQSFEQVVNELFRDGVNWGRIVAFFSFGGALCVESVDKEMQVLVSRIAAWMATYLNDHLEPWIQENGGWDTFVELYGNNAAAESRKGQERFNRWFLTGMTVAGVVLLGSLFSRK
Bim-Bfl-1 = inhibitors of Bim binding to Bfl-1, primary screen, biochemical, multiplexed, bead-based flow cytometry; inhibition, % at 10 µM; actives 0.12% (n = 190,000); Bim-Bfl-1 binding inhibition;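 note: 0% = wells without compound plus tracer and 100% = blocker peptide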
Bcl-2 Bim block = inhibitors of Bim-Bcl-2 binding, primary screen, biochemical, multiplexed, human Bcl-2 family; Apoptosis regulator Bcl-2 (Homo sapiens), P10415; Bead-based flow cytometry, Bim peptide-Bcl-2 binding; inhibition, % at 10 µM; actives 0.06% (n = 190,000); in the data active = inhibition above about 40%; inconclusive = no clear call, values can overlap the other calls;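 note: 0% = no compound wells with probe peptide and 100% = reference peptide inhibitor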
Target sequence (P10415 whole entry, looked up): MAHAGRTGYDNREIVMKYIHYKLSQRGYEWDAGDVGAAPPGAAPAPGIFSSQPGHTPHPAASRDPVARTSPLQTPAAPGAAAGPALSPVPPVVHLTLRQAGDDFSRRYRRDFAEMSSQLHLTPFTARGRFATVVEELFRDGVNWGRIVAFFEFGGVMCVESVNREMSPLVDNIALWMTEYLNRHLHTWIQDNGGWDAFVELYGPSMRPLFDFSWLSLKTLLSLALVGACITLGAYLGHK
RGS7-Gao = RGS7-Galphao binding modulators, primary screen, biochemical, multiplexed bead flow cytometry. Guanine nucleotide-binding protein G(o) subunit alpha (Homo sapiens), P09471. actives lie on both sides. binding response (% of control), % at 10 µM. actives 0.35% (n = 220,000). AID 1439, 2008; in the data active = binding response below about 49% or above about 150%; inconclusive = no clear call, values can overlap the other calls; inactive = in between;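 note: fluorescent Galphao held in activated GDP-AlF4 state binding bead-coupled RGS7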
* marks the source's active call; other numbers are inactive results; u = inconclusive; x = not tested or not shown; [ ] = remark or other dose. Cut-off read from the data, not from the text of the source, unless noted: active = inhibition above about 40%.

SMILES	Avidin bead fluor	Bcl-W Bim block	ABCG2 inh	ABCB1 block	RGS4-Gao reg	GSH bead fluor	Bim-Bcl-B	Bim-Bcl-XL	Bim-Bfl-1	Bcl-2 Bim block	RGS7-Gao
Cc1cc2c(c(=O)o1)C1(C(=O)N(CC(=O)O)c3ccccc31)C(C#N)=C(N)O2 (stereo unspecified)	11	-1	1	0.3	105	23	-7	-4	-14	-7	101
Cc1ccsc1C(=O)Nc1cc(C(C)(C)C)nn1-c1ccccc1	3	-3	2	0.3	83	17	-2	-1	5	-3	91
COc1ccc(/C(N)=N/OC(=O)Cc2ccccc2)cc1	3	-3	2	0.8	100	7	-4	-5	-2	-2	101
COc1ccccc1/C=N/NC(=O)CCSc1ccccc1	9	0	8	0.2	100	12	-4	-2	-4	-5	105
N#Cc1ccc(OCC(=O)Nc2ccccc2NS(=O)(=O)c2cccs2)cc1	13	0	-3	-0.4	100	10	-7	-5	-16	-8	102
COc1cc(-c2nnc(CSc3nc4ccccc4s3)o2)cc(OC)c1OC	35	0	2	0.8	102	48	-3	-2	-9	-2	102
CCn1c(SCC(=O)c2[nH]c(C)c(C(C)=O)c2C)nnc1-c1ccccc1	6	-6	4	1.3	82	15	9	1	6	8	89
CCN(CC)S(=O)(=O)c1ccc(C)c(NC(=S)NNC(=O)C2CC2)c1	13	-3	-6	0.1	102	4	-21	-5	3	1	103
COCCN=C1NN=C(c2cc(C)n(CC3CCCO3)c2C)CS1 (stereo unspecified)	9	3	13	0.1	96	13	0	-6	6	3	96
COC(=O)c1ccccc1OCC(=O)N1CCN(c2ccc(OC)cc2)CC1	9	-2	2	0.1	103	10	-1	-2	-1	0	101
CCCS(=O)(=O)N1CCN(C(=O)COc2ccc(-c3ccccc3)cc2)CC1	31	-5	10	1.4	102	23	-13	-10	-17	-7	99
CCCOC(=O)c1ccc(NC(=O)c2cc(OC)c(OC)c(OC)c2Br)cc1	5	4	8	5.1	87	18	-8	-5	-5	-1	88
COc1ccc(C(=O)Nc2ccc(C3CC3(Cl)Cl)cc2)cc1 (stereo unspecified)	6	0	17	1.0	102	16	-3	-2	-3	0	101
CCSc1nnc(NC(=O)CSc2nc3c(cc2C#N)CCCC3)s1	10	-2	-1	-0.2	84	24	-4	0	-3	-1	98
COc1ccc(-c2nn3c(C4CCCCC4)nnc3s2)cc1OC	28	0	8	1.2	100	11	-14	-5	7	-2	103
Cn1c(=O)c2cc(S(=O)(=O)NCCC(=O)Nc3ccc(F)cc3F)ccc2n(C)c1=O	8	0	1	0.3	101	16	2	0	-1	0	105
Cc1cc[n+](-c2nc3ccccc3nc2C(=C=[N-])C#N)cc1	39	2	1	0.6	99	12	0	3	3	0	97
O=C(CCn1c2c(c3ccccc31)CCCC2)NNC(=O)c1ccc(Cl)c([N+](=O)[O-])c1	10	18	-1	-0.2	95	13	11	28	31	20	96
COc1cc(-c2noc(CCCC(=O)NC3CCCCC3)n2)cc(OC)c1OC	8	-2	4	1.1	101	11	-5	-1	0	-2	105
O=C(CC1C(=O)NCCN1C(=O)Nc1ccccc1)Nc1cccc(C(F)(F)F)c1 (stereo unspecified)	13	-2	22	1.2	99	26	-8	-8	-21	-19	96
Cn1c(=O)c2c(nc(Br)n2CCSc2nc3ccccc3o2)n(C)c1=O	22	0	5	0.6	106	11	0	0	-3	-3	109
COc1cccc(C2/C(=C(/O)c3ccccc3)C(=O)C(=O)N2CCCC(=O)O)c1 (stereo unspecified)	13	0	0	0.3	100	80	-2	-2	-7	-4	102
CC(=O)Nc1ccc(NC(=O)CN(c2ccc(C34CC5CC(CC(C5)C3)C4)cc2)S(C)(=O)=O)cc1	6	0	-1	-0.2	102	21	-1	0	-1	-4	103
CCOCCCNC(=S)N1CCC(C(=O)c2ccc3c(c2)OCCO3)CC1	12	-1	7	1.1	102	14	-8	-2	-3	-2	101
CCn1nnnc1NCc1cccc(Cl)c1	9	-2	9	0.7	105	15	-2	-2	-4	-5	u

New compounds follow.
SMILES	Avidin bead fluor	Bcl-W Bim block	ABCG2 inh	ABCB1 block	RGS4-Gao reg	GSH bead fluor	Bim-Bcl-B	Bim-Bcl-XL	Bim-Bfl-1	Bcl-2 Bim block	RGS7-Gao
Cc1onc(-c2ccccc2)c1C(=O)n1cccn1	10	0	1	0.0	98	34	0	0	0	-1	99
Cc1nn(-c2cc(N3CCOCC3)ccc2[N+](=O)[O-])c(=O)c2ccccc12	67*	0	3	1.2	110	17	-5	-5	-10	-8	161*[activator]
CC(=O)NC(=S)Nc1cc(C(=O)O)ccc1Cl	16	0	-1	-0.3	102	11	0	0	-5	0	98
CN(C)Cc1cc(CN(C)C)c(O)c(CCc2ccccc2)n1	13	-1	0	0.0	105	25	-3	-1	-1	0	105
COc1cc(Nc2cc(C)nc3ncnn23)cc(OC)c1OC	4	-1	2	0.3	84	22	-1	-1	-2	0	86
Cc1nn(Cc2ccc(Cl)cc2)c2sc(C(=O)OCC(N)=O)cc12	5	0	16	0.6	106	36	-8	-7	-9	-9	104
COc1ccc(C2(C(=O)Nc3ccc(C)cc3)CCOCC2)cc1	6	2	1	-0.2	104	20	-8	0	-5	1	103
Cc1cn(C(=O)c2cccc(Br)c2)c(C)n1	7	2	1	0.1	102	16	-2	0	-13	-2	104
Cc1cccn2c(=O)c3cc(C(N)=S)c(=N)n(CCCOC(C)C)c3nc12	35	2	2	0.2	99	10	9	0	17	8	101
CCC(=O)N1CCn2c1nc1ccccc12	27	-4	1	0.1	104	17	-3	-4	-4	-3	98
CC12C=CC3(CN(Cc4ccccc4)C(=O)C3C1C(=O)NCc1ccco1)O2 (stereo unspecified)	18	0	1	0.2	103	12	-2	-3	-6	-3	100
FC(F)(F)c1cccc(NC(=S)NCc2ccccc2)c1	12	-3	25	0.8	101	38	-10	6	-16	-12	98
COc1ccc2c(c1OC)C(=O)N(c1cccc(C)c1)C2=O	6	-1	1	-1.7	101	41	-7	-11	-14	-10	103
Cc1c(C(=O)OCC(C)C)[nH]c2c1C(=O)CC(c1cccs1)C2 (stereo unspecified)	43	-1	1	0.1	99	19	-1	0	0	-1	104
Cc1ccc(N(CC(=O)NC(C)(C)C)C(=O)CNC(=O)c2cccs2)cc1C	11	0	1	0.4	107	11	-2	2	-7	-4	104
COCC(=O)Nc1ccc2c(c1)OCO2	8	-4	0	0.3	99	13	-1	-1	-5	0	97
O=C(COC(=O)c1cccnc1Nc1cccc(C(F)(F)F)c1)NCCN1C(=O)CSC1=O	9	3	1	0.1	102	8	-3	-2	-6	-3	101
CCc1ccc(Nc2nnc(SCn3nnc4ccccc4c3=O)s2)cc1	12	-1	36	-0.5	98	37	-10	-9	-14	-9	98
CCCCC1(C)OC(=O)C(=Cc2ccc(N(C)C)cc2)C(=O)O1 (stereo unspecified)	14	0	0	-0.4	105	32	0	-3	0	0	107
C=C(C)Cn1c(SCCN2CCOCC2)nc2c1c(=O)[nH]c(=O)n2C	23	-2	0	0.1	96	17	-5	-3	0	6	93
C=CCOc1c(Br)cc(CNc2ccc3[nH]c(=O)[nH]c3c2)cc1OCC	8	6	1	-0.6	95	20	-8	-3	2	-1	92
COc1ccc(-c2csc(N3CCOCC3)n2)cc1OC	5	-4	2	0.3	99	19	-20	-3	2	-2	99
CC(=O)Nc1nc(CCC(C)C)cc2c1c(=O)oc1ccccc12	3	-2	2	0.2	103	53	-1	-5	0	0	104
CC(=O)Nc1ccc(NC(=O)C(F)(F)F)cc1	x	-4	0	-0.1	x	19	-5	-7	0	-6	x
CNC(=O)CSc1nnc(C2CC2)n1-c1ccccc1	11	-1	1	0.1	102	12	-1	-1	-5	-5	106
COc1ccc(Cn2c(-c3ccco3)nc3oc4ccccc4c(=O)c3c2=O)cc1	11	14	2	0.8	108	48	15	-1	2	18	109
COC(=O)[C@@H]1[C@@H](C#N)C2(c3ccccc3-c3ccccc32)N(c2ccc(Cl)cc2)N1C#N	15	2	3	1.3	96	19	3	3	9	-5	97

11 entries already listed, ordered by length of the SMILES, descending:
SMILES	Avidin bead fluor	Bcl-W Bim block	ABCG2 inh	ABCB1 block	RGS4-Gao reg	GSH bead fluor	Bim-Bcl-B	Bim-Bcl-XL	Bim-Bfl-1	Bcl-2 Bim block	RGS7-Gao
COC(=O)[C@@H]1[C@@H](C#N)C2(c3ccccc3-c3ccccc32)N(c2ccc(Cl)cc2)N1C#N	15	2	3	1.3	96	19	3	3	9	-5	97
Cc1ccc(N(CC(=O)NC(C)(C)C)C(=O)CNC(=O)c2cccs2)cc1C	11	0	1	0.4	107	11	-2	2	-7	-4	104
Cc1cccn2c(=O)c3cc(C(N)=S)c(=N)n(CCCOC(C)C)c3nc12	35	2	2	0.2	99	10	9	0	17	8	101
C=CCOc1c(Br)cc(CNc2ccc3[nH]c(=O)[nH]c3c2)cc1OCC	8	6	1	-0.6	95	20	-8	-3	2	-1	92
C=C(C)Cn1c(SCCN2CCOCC2)nc2c1c(=O)[nH]c(=O)n2C	23	-2	0	0.1	96	17	-5	-3	0	6	93
CC(=O)Nc1nc(CCC(C)C)cc2c1c(=O)oc1ccccc12	3	-2	2	0.2	103	53	-1	-5	0	0	104
CN(C)Cc1cc(CN(C)C)c(O)c(CCc2ccccc2)n1	13	-1	0	0.0	105	25	-3	-1	-1	0	105
FC(F)(F)c1cccc(NC(=S)NCc2ccccc2)c1	12	-3	25	0.8	101	38	-10	6	-16	-12	98
Cc1onc(-c2ccccc2)c1C(=O)n1cccn1	10	0	1	0.0	98	34	0	0	0	-1	99
Cc1cn(C(=O)c2cccc(Br)c2)c(C)n1	7	2	1	0.1	102	16	-2	0	-13	-2	104
CCC(=O)N1CCn2c1nc1ccccc12	27	-4	1	0.1	104	17	-3	-4	-4	-3	98
